# Vif-APOBEC3G blk: qHTS for Inhibitors of Vif-A3G Interactions: qHTS. hit rate 0.076% among 410,000. Potency, µM (series often up to 46.1 µM), for the others: top-dose activity, negative = active, actives largely listed as inhibitors. HeLa A3G-eYFP + Vif (tagged APOBEC3G with the HIV-1 protein that degrades it), YFP fluorescence, overnight. DNA dC->dU-editing enzyme APOBEC-3G (Homo sapiens), Q9HC16;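 also: potency is read from the fitted curve at half-maximal effect; % is scaled to controls: 0 for no effect and ±100 for the full control effect; nearly all actives have a fitted effect of over 60% in size; hits raise eYFP signal because A3G escapes Vif-driven loss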
# Target sequence (Q9HC16 whole entry, looked up): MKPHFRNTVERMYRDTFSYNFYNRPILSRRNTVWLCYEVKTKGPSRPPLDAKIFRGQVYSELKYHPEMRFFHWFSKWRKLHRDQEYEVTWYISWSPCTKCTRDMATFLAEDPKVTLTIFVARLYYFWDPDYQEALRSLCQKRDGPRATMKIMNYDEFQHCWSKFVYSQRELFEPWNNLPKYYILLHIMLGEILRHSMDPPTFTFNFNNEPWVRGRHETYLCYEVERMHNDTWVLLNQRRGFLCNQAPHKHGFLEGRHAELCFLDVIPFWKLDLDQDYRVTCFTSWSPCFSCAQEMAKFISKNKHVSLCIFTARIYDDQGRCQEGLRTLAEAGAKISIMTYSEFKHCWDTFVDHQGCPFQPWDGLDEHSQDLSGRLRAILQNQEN
#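 Read-out is eYFP fluorescence (Ex 488/Em 500-530) from Vif-expressing HeLa A3G-eYFP cells; more signal means A3G escaped Vif-mediated degradation. Cells plated overnight, compound pinned in, incubated overnight at 37 deg C.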
# Vif-APOBEC3F blk: qHTS for Inhibitors of Vif-A3F Interactions: qHTS | HeLa A3F-eYFP + Vif (tagged APOBEC3F with the HIV-1 protein that degrades it), YFP fluorescence increase | hit rate 0.2% among 390,000 | Potency, µM (series often up to 46.1 µM), without a hit: at the top dose activity, negative = active | AID 602313, 2012; also: potency is read from the fitted curve at half-maximal effect; % of control where 0% means no effect; nearly all actives have a fitted effect of over 65% in size
#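 HeLa cells stably expressing A3F-eYFP plus Vif, plated and incubated overnight at 37 deg C, then exposed to compounds overnight at 37 deg C. Blocked degradation read as raised yellow fluorescence (Ex 488/Em 500-530).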
# LDHA inh: qHTS assay for inhibitors of human lactate dehydrogenase; AID 1347041, 2019; L-lactate dehydrogenase A chain (Homo sapiens), P00338; hit rate 0.15% among 480,000; activity change, % (values are at about 110 or 230 µM); purified LDHA, NADH/diaphorase-resazurin fluorescence; stronger effect = lower value; in the data active = activity change below about -30%; inconclusive = mostly about -25% to -30%;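 also: plate controls were DMSO wells for no effect and wells without enzyme for full effect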
#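 Enzyme activity of human lactate dehydrogenase 5 (2 nM; 0.06 mM NADH, 0.2 mM pyruvate, 5 min, RT) is measured via a resazurin/diaphorase fluorescence readout of residual NADH.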
# TrxR1 substrate: qHTS Assay for Substrates of Mammalian Selenoprotein Thioredoxin Reductase 1 (TrxR1): qHTS. purified TrxR1 substrate turnover, NADPH consumption readout. Potency, µM (series often up to 114 µM), without a hit: top-dose activity change, negative = substrate turnover. hit rate 0.01% among 390,000; also: potency is read from the fitted curve at half-maximal effect; % is scaled to controls: 0 for no effect and ±100 for the full control effect; nearly all actives have a fitted effect of over 50% in size
#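 Rat TrxR1, dispensed at 90 nM, was prereduced with 400 uM NADPH (final) for 5 min at ~22 deg C, then incubated with compound 15 min before 400 uM selenite. A first-read NADPH fluorescence drop versus no-compound background flagged substrates.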
# RGS4 inhibitor: Inhibitors of Regulator of G Protein Signaling (RGS) 4: qHTS; Regulator of G-protein signaling 4 (Homo sapiens), P49798; Transcreener GDP fluorescence polarization, RGS4-accelerated GTP hydrolysis; Potency, µM (doses to about 114 µM), for the others: top-dose activity change, negative = inhibition, most hits filed as inhibitors; hit rate 0.039% among 390,000; AID 504845, 2011; also: potency is read from the fitted curve at half-maximal effect; % is scaled to controls: 0 for no effect and ±100 for the full control effect; nearly all actives have a fitted effect of over 75% in size; some results filed as inactive show a strong effect at the top dose
# Target sequence (P49798 whole entry, looked up): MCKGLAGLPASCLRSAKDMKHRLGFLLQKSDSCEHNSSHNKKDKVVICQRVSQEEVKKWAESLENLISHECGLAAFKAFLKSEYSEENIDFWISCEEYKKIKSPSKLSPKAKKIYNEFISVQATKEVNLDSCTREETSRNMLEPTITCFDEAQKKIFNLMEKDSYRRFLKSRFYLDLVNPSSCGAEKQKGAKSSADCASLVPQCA
#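 MLSMR compounds (23 nl, pin-transferred) preincubated 10 min at room temperature with a 500nM (2x) first reagent, then RGS4 at 900nM (2x) plus Transcreener GDP mix added; fluorescence polarization (620/688 nm) read before and after 90 min at 30 °C.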
# USP1 inh: Inhibitors of USP1/UAF1: Primary Screen. Ubiquitin carboxyl-terminal hydrolase 1 (Homo sapiens), O94782. recombinant USP1/UAF1, Ub-Rhodamine cleavage fluorescence. Potency, µM (titrated, usually from 57.1 µM), without a hit: at the top dose activity change, negative = inhibition, actives largely listed as inhibitors. hit rate 0.23% among 390,000; also: potency is read from the fitted curve at half-maximal effect; % is scaled to controls: 0 for no effect and ±100 for the full control effect; nearly all actives have a fitted effect of over 60% in size; inactives centre near -12
#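 High-throughput fluorogenic screen: 1nM USP1/UAF1 complex, Ub-Rho substrate 150nM final, 50mM HEPES pH 7.8 with 0.5mM EDTA, 0.1 mg/ml BSA, 1mM TCEP and 0.01% Tween-20.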
# rTrxR1 inhibitor: qHTS Assay for Inhibitors of Mammalian Selenoprotein Thioredoxin Reductase 1 (TrxR1): qHTS. recombinant rTrxR1, NADPH fluorescence consumption, selenite substrate. hit rate 1% among 390,000. Thioredoxin reductase 1, cytoplasmic (Rattus norvegicus), O89049. Potency, µM (titrated, usually from 114 µM), without a hit: at the top dose activity change, negative = inhibition, hits mostly inhibitors; also: potency is read from the fitted curve at half-maximal effect; % is scaled to controls: 0 for no effect and ±100 for the full control effect; nearly all actives have a fitted effect of over 65% in size
#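 Rat TrxR1 (90 nM in the dispensed reagent) was pre-reduced with 400 uM NADPH for 5 min at room temperature, then incubated with compound for 15 min. After 400 uM selenite was added, NADPH fluorescence (Ex 340/Em 450 nm) was followed for 8 min.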
# mIDH1 inhibitor: qHTS for Inhibitors of mutant isocitrate dehydrogenase 1 (IDH1): qHTS; IDH1-R132H enzyme, NADPH consumption, diaphorase/resazurin fluorescence; hit rate 0.093% among 390,000; Isocitrate dehydrogenase [NADP] cytoplasmic (Homo sapiens), O75874; AID 602179, 2012; Potency, µM (titrated, usually from 76.6 µM), for inactives: top-dose activity change, negative = inhibition, actives largely listed as inhibitors; also: potency is read from the fitted curve at half-maximal effect; % is scaled to controls: 0 for no effect and ±100 for the full control effect; nearly all actives have a fitted effect of over 65% in size
# Target sequence (O75874 whole entry R132H, stated change not applied): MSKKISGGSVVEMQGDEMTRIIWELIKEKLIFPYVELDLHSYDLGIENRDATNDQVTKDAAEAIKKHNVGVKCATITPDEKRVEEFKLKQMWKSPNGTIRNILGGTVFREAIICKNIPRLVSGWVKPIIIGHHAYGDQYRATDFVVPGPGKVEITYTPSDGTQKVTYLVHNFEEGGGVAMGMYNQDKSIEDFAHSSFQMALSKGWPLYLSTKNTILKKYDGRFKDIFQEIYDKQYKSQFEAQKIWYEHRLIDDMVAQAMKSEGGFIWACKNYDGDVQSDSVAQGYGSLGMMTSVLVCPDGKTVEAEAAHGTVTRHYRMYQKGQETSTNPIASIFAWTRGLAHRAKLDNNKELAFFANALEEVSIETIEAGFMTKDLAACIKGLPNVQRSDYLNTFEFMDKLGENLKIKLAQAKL
#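 IDH1-R132H (0.5 ug/mL) preincubated 30 min with compound, then NADPH (0.016 mM) and alpha-KG (2 mM) added; 80 min at RT, pH 7.5. Remaining NADPH coupled via diaphorase/resazurin to fluorescence (540/590 nm); concentration-response curves normalized to no-enzyme control.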
# GRP78 ERSR act: qHTS for Inducers of the Endoplasmic Reticulum Stress Response (ERSR) in Human Glioma: qHTS; U87-MG GRP78 promoter luciferase reporter, 16 h; Potency, µM, inactives show at the highest dose activation, most hits filed as activators; hit rate 0.02% among 420,000; also: potency is read from the fitted curve at half-maximal effect; series mostly up to about 76 µM; % of control where 0% means no effect; nearly all actives have a fitted effect of over 35% in size
#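 Stably transfected U87-MG human glioma cells carrying a GRP78-based luminescent sensor were seeded at 1000 cells/well, pin-dosed with compounds and incubated 16 h. Luciferase reagent was then added, and end-point luminescence was read after 10 min at room temperature.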
# * hit, by the source's call; ? = inconclusive; / = not tested or not shown; & = joins results of further samples; [ ] = remark or other dose. Unless noted, calls follow the shape of the dose curve; as a rule, active = well fitted curve in the direction sought with a large enough effect; inconclusive = small, poorly fitted or top-dose-only effect, or another doubt; inactive = no such curve, though single readings can be large; an effect the other way counts as inactive or inconclusive.
# Below each SMILES – Vif-APOBEC3G blk	LDHA inh	USP1 inh	RGS4 inhibitor	GRP78 ERSR act	Vif-APOBEC3F blk	TrxR1 substrate	mIDH1 inhibitor	rTrxR1 inhibitor
> CCN(Cc1ccccc1)S(=O)(=O)c1ccc(C(=O)Nc2nnc(C3CC3)o2)cc1
    6.3%	-5.9	-12.0%	18.5%	-3.2%	5.3%	-8.7%	-9.4%	-3.8%
> CC(=O)Nc1ccccc1NC(=O)CC(C)(C)C
    1.2%	-2.9	-6.1%	-5.3%	-3.9%	-16.4%	17.0%	2.0%	36.9%
> Cc1ccc(C)c(NC(=O)c2ccc3c(c2)N(Cc2ccc(F)cc2)C(=O)CS3=O)c1 (stereo not given)
    -1.8%	-1.0	-10.0%	8.0%	-4.8%	-4.5%	1.6%	-4.8%	11.1%
> Nc1c(N(CCO)C(=O)C2CCCC2)c(=O)[nH]c(=O)n1Cc1ccccc1
    1.2%	-2.0	-19.1%	-7.7%	-4.0%	-0.5%	5.9%	10.6%	13.9%
> Cc1c(F)cccc1NC(=O)C1CCCN1S(=O)(=O)c1ccc(F)cc1 (stereo not given)
    /	-2.7	-21.0%	-3.0%	/	/	-6.0%	/	6.0%
> CCOC(=O)N1CCN(C(=O)c2cc3c(-c4cccc(OC)c4)nn(C)c3s2)CC1
    -24.4%	-0.1	-17.2%	3.0%	-2.8%	?	5.4%	5.5%	6.3%
> O=C(NC1CCN(Cc2ccccc2)C1)c1cccc(S(=O)(=O)N2CCOCC2)c1 (stereo not given)
    -1.8%	-2.5	-7.0%	-35.1%	-2.8%	11.3%	3.3%	-1.4%	-7.3%
> O=C(/C=C/c1ccccc1)NNC(=O)C1CC1
    1.6%	6.0	-6.8%	-2.8%	-3.2%	-7.9%	11.9%[57.1 µM]	10.1%	18.2%[57.1 µM]
> CC(=O)N=c1n(C)c2ccccc2n1CCOc1ccccc1
    -3.4%	-4.7	-3.8%	-1.5%	1.1%	-6.7%	6.5%	-1.0%	8.3%
> O=C(C[N+]1(CCO)CCOCC1)c1ccc2ccccc2c1
    0.6%	3.0	/	/	-2.6%	/	5.2%	/	12.5%
> CN(C)CCN1C(=O)c2oc3ccc(F)cc3c(=O)c2C1c1ccncc1 (stereo not given)
    0.3%	-0.5	-6.8%	-12.4%	-2.8%	8.0%	5.9%[57.1 µM]	-2.4%	-30.2%[57.1 µM]
> Cc1ccccc1-c1nc(CS(=O)(=O)CC(=O)NC(C)c2ccccc2)c(C)o1 (stereo not given)
    0.6%&-1.1%	-3.5&1.1	-15.1%&-22.2%	22.4%&-31.6%	-3.8%&3.1%	-3.0%&5.3%	-6.2%&2.8%	11.1%&-4.9%	10.5%&-0.9%
> Fc1ccccc1OCCCCCCN1CCCC1
    1.9%	-4.0	-11.2%	-4.4%	4.0%	-3.6%	8.6%[57.1 µM]	1.5%	3.0%
> COC(C/C=C/[C@H](O)[C@@H](C)OCc1ccccc1)OC
    -8.3%	-1.8	-16.6%	17.7%	-3.0%	8.6%	-5.5%	-8.1%[38.3 µM]	-6.6%
> CCOC(=O)Cc1ccc(NC(=O)Nc2cccc(OCc3cc(=O)n4cc(C)ccc4n3)c2)cc1
    -1.5%	0.5	-7.2%	-3.7%	-2.0%	5.8%	-7.7%[57.1 µM]	5.4%	-13.7%[57.1 µM]
> CCOc1ccc(C2=Nn3c(nnc3-c3ccccc3)SC2)cc1Cl
    1.6%	-8.7	-8.0%	18.1%	-6.0%	-4.2%	0.3%[57.1 µM]	-1.5%	39.0%[activator][57.1 µM]
> CCN(CC)C(=O)Cn1nnc(-c2ccc(S(C)(=O)=O)cc2)n1
    0.8%	-12.8	1.9%	26.5%[56.9 µM]	0.8%	-0.7%	-10.6%	0.6%	-5.5%
> Cc1ccc(N2CCN(C(=O)c3ccccc3NC(=O)C3CCCCC3C(=O)O)CC2)cc1 (stereo not given)
    -0.4%	-5.1	-7.1%	-18.9%	-3.3%	7.2%	-0.1%	-4.1%	8.9%
> COC(=O)c1ccc(C(=O)OC)c(NC(=O)COC(=O)C2CC2C)c1 (stereo not given)
    1.0%	-2.0	-7.2%	-33.1%	-2.8%	-2.1%	9.6%	0.3%	-7.1%
> O=C(COC(=O)c1c(F)cccc1F)Nc1cccc(S(=O)(=O)N2CCCCC2)c1
    0.7%	-0.9	-24.8%	/	-6.5%	-8.1%	/	-0.1%	/
> Cc1ccc2[nH]c3c(=O)n(CC(=O)NCc4ccco4)ncc3c2c1
    -3.5%&3.8%	-1.0&0.3	-19.0%&-21.8%	13.4%&-22.8%	-5.2%&-2.1%	-0.8%&2.6%	0.8%&-1.0%	-1.4%&6.8%	22.3%&-7.5%
> Cc1cccc2cc(COC(=O)C(C)(C)C)c(=O)[nH]c12
    4.2%	0.3	-12.7%	-30.6%[11.4 µM]	-1.0%	6.4%	2.8%	4.3%	6.1%
> O=C(COc1ccccc1Cl)NNC(=O)C1CCCO1 (stereo not given)
    2.3%	-5.5	-9.2%	42.3%	-2.1%	-0.5%	3.5%[57.1 µM]	1.6%	7.1%[57.1 µM]
> Cc1ccc(C)c(N2CC(C(=O)OCC(=O)Nc3cc(C)on3)CC2=O)c1 (stereo not given)
    -1.0%	-0.3	-8.4%	-16.8%	-2.3%	0.9%	-5.3%[57.1 µM]	-6.5%	-2.6%[57.1 µM]
> CCCc1nn(C)c2c(=O)[nH]c(-c3cc(S(N)(=O)=O)ccc3OCC)nc12
    -8.2%	-4.2	-19.5%	8.0%	-2.6%	-3.7%	0.3%	1.0%	14.3%
> COC(=O)C1CN(C(=O)COc2cc(C)c(Cl)c(C)c2)c2ccccc2O1 (stereo not given)
    -0.2%	0.0	-26.1%	-39.7%	0.1%	0.1%	-4.2%	-3.6%	19.9%
> COc1ccc(CCNC(=O)C/C(C)=N/NC(=O)C2CCCCC2)cc1OC
    -4.8%	-17.3	-8.3%	-18.5%	-7.7%	1.1%	-2.6%	-0.8%	9.5%
> COc1ccc(N2CC(O)=C(c3nc4ccccc4s3)C2=N)cc1
    -10.5%	-0.4&-3.5	-15.4%	2.1%	-3.3%	-10.2%	2.2%	-1.1%	21.2%
> Nc1ncc2[nH]c(N)nc2n1
    3.5%	-5.0	-1.7%	9.5%	1.1%	-1.3%	38.3%[activator]	2.3%	9.4%
> CN1CCN(C2=Cc3cc(Cl)ccc3Sc3cc(F)ccc32)CC1
    -26.9%	0.8	1.2%	-22.0%	-17.4%	-9.0%	-12.1%	11.3%	?
> CC(C)CNS(=O)(=O)c1ccc(CCC(=O)NCCc2ccccc2)cc1
    -0.8%	-2.2	-9.5%	-1.0%	-2.0%	4.9%	-2.7%	-0.3%	20.7%
> CCOC(=O)N1CCN(S(=O)(=O)c2c(C)nc3sccn3c2=O)CC1
    5.7%	-12.1	-6.4%	8.5%	-4.5%	9.3%	-7.0%	1.5%	16.5%
> COc1ccc(NS(=O)(=O)c2cccc(C(=O)NNC(=O)c3cccc(NC(C)=O)c3)c2)cc1
    -3.0%	-5.0	-14.9%	6.7%	-2.7%	-26.1%	1.5%	2.4%	-1.6%
> COc1ccc(N(C(=O)/C=C\C(=O)Nc2ccc(Cl)cc2)C(C(=O)NCc2ccco2)c2ccc(C)cc2)cc1 (stereo not given)
    -8.1%	-1.0	-14.6%	-12.3%	-4.6%	8.5%	-4.6%[57.1 µM]	?	-13.8%[57.1 µM]
> CCOC(=O)C1=C(CSc2nc(-c3ccccc3)ccc2C#N)OC(N)=C(C#N)C1c1ccc(OC)cc1 (stereo not given)
    -29.6%	-0.1	?	-48.1%	6.2%	?	2.8%	5.0%	6.5%[57.1 µM]
> CSc1nsc(SC)c1NC(=O)OC1CCCCC1
    -2.2%	-8.5	-13.3%	-18.8%	-3.3%	0.6%	5.0%	5.2%	8.4%
> CCOc1cc(C#N)c(-n2nnc3c(sc4nc(C)cc(C)c43)c2=O)cc1OCC
    2.4%	-4.7	-6.9%	7.0%	-0.6%	9.1%	-4.2%	-13.2%	-2.9%

# These rows are one share of the data (hit frequency here may not be typical).
